# Bioassay records deposited in PubChem BioAssay by National Center for Advancing Translational Sciences (NCATS).
# JMJD2A Tudor = JMJD2A Tudor domain (human) inhibition; AID 504339; O75164; Potency, µM (doses to about 114 µM), without a hit: top-dose activity change, negative = inhibition, usual class: inhibitors; 390,000 tested, 4.4% active; AlphaScreen JMJD2A-Tudor / H3K4me3 peptide binding; also: % is scaled to controls: 0 for no effect and ±100 for the full control effect; nearly all actives have a fitted effect of over 50% in size
# rTrxR1 inhibitor = inhibitors of rat thioredoxin reductase 1; 390,000 tested, 1% active; AID 588453; Potency, µM (highest dose often 114 µM), for inactives: at the highest dose activity change, negative = inhibition, actives largely listed as inhibitors; recombinant rTrxR1, NADPH fluorescence consumption, selenite substrate; O89049; also: % is scaled to controls: 0 for no effect and ±100 for the full control effect; nearly all actives have a fitted effect of over 65% in size
#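 Rat TrxR1 (90 nM in the dispensed reagent) was pre-reduced with 400 uM NADPH for 5 min at room temperature, then incubated with compound for 15 min. After 400 uM selenite was added, NADPH fluorescence (Ex 340/Em 450 nm) was followed for 8 min.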
# Pin1 inhibitor = blocks the human prolyl isomerase Pin1. Q13526. Pin1 FP peptide displacement, HiFluor488, 10 min. Potency, µM (series often up to 115 µM), for inactives: at the highest dose activity, negative = inhibition, usual class: inhibitors. 390,000 tested, 0.009% active. AID 504891; active = well fitted inhibition curve with a large enough effect in the polarisation, with a control signal flat, not every such curve was filed as active; inconclusive = small, poorly fitted or top-dose-only effect, or effect the other way, or a change in a side signal; inactive = no such curve, though single readings can be large or run the other way; the % refers to the polarisation; also: % is scaled to controls: 0 for no effect and ±100 for the full control effect
# Target sequence (Q13526 whole entry, looked up): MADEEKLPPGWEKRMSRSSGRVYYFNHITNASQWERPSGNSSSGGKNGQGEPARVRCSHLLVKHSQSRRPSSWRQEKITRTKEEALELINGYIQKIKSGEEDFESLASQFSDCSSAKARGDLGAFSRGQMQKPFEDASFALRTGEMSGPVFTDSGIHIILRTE
# GLS inh = inhibitors of human glutaminase (GLS). 410,000 tested, 0.21% active. Potency, µM (top dose mostly 45.5 µM), for inactives: at the highest dose activity change, negative = inhibition, usual class: inhibitors. AID 624170. GLS enzymatic activity, qHTS titration; also: % is scaled to controls: 0 for no effect and ±100 for the full control effect
#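 Glutamate formation by hKGA was monitored fluorometrically using coupled glutamate oxidase, HRP and Amplex Red. Substrate was added as 1 mM L-glutamine solution; incubation was 30 min at RT after an initial read.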
# ERG-DNA inh = blocks human ERG Ets domain binding to DNA | 370,000 tested, 0.028% active | Potency, µM (series often up to 76.9 µM), inactives show top-dose FP activity, negative = inhibition, usual class: inhibitors | P11308 | fluorescence polarization, His-ERG Ets domain / labelled DNA; active = well fitted inhibition curve with a large enough effect in the polarisation, with a control signal flat; inconclusive = small, poorly fitted or top-dose-only effect, or effect the other way, or a change in a side signal; inactive = no such curve, though single readings can be large or run the other way; the % refers to the polarisation;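 also: polarization taken with two DNA probes labelled with fluorescein and Texas red; % of control where 0% means no effect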
#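 His-tagged ERG Ets domain (1 uM in the protein solution; 300mM KCl, 50mM Tris-HCl, 1mM EDTA, 1mM DTT, pH 7.5) received compound, then a probe mix of 5 nM fluorescein-DNA and 100nM Texas-615-DNA. Fluorescence polarization was read for both dyes.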
# Tb PGK inh = T. brucei PGK inhibition. PGK/GAPDH coupled, Kinase-Glo luminescence, 60 min. Potency, µM (top dose mostly 57.5 µM), for inactives: at the top dose activity change, negative = inhibition, most hits filed as inhibitors. 380,000 tested, 0.043% active; also: % is scaled to controls: 0 for no effect and ±100 for the full control effect; nearly all actives have a fitted effect of over 60% in size
#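 Recombinant glycosomal PGK reaction used 1,3-bisphosphoglycerate generated in-well by GAPDH (100nM final) in 100mM TEA pH 7.6, 5mM MgCl2, 0.01% Tween-20. After 60 minutes at room temperature, ATP was read by Kinase-Glo Plus luminescence end-point.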
# RGS4 inhibitor = inhibitors of human regulator of G protein signaling 4 | P49798 | 390,000 tested, 0.039% active | Potency, µM (top dose mostly 114 µM), for inactives: at the highest dose activity change, negative = inhibition, actives largely listed as inhibitors | AID 504845 | Transcreener GDP fluorescence polarization, RGS4-accelerated GTP hydrolysis; also: % is scaled to controls: 0 for no effect and ±100 for the full control effect; nearly all actives have a fitted effect of over 75% in size; some results filed as inactive show a strong effect at the top dose
#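 MLSMR compounds (23 nl, pin-transferred) preincubated 10 min at room temperature with a 500nM (2x) first reagent, then RGS4 at 900nM (2x) plus Transcreener GDP mix added; fluorescence polarization (620/688 nm) read before and after 90 min at 30 °C.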
# 12-LOX inh = blocks human arachidonate 12S-lipoxygenase; purified 12hLO, xylenol orange hydroperoxide absorbance; AID 1671190; 580,000 tested, 1.1% active; Potency, µM (series often up to 108 µM), without a hit: at the highest dose activity change, negative = inhibition, usual class: inhibitors; P18054; also: % is scaled to controls: 0 for no effect and ±100 for the full control effect
# Target sequence (P18054 whole entry, looked up): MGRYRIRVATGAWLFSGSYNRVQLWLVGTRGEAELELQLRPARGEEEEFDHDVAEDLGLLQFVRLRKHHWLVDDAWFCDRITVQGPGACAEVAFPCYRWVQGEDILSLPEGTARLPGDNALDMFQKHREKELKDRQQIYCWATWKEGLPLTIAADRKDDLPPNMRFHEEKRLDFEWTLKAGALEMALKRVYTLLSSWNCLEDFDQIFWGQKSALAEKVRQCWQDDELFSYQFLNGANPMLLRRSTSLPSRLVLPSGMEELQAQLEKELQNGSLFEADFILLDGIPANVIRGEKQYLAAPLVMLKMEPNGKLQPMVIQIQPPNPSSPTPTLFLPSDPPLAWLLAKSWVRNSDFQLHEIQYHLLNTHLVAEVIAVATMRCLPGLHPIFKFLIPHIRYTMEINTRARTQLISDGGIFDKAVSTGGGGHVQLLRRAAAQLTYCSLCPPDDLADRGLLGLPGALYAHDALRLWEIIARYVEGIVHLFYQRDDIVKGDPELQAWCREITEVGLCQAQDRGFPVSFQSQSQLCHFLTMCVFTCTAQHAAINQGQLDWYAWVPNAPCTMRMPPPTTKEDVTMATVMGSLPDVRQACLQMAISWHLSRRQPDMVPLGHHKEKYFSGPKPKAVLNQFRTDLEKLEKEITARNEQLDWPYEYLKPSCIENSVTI
#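 Purified human 12hLO at 150 nM in 25 mM Hepes, 0.01% Triton X-100, pH 7.0, preincubated 15 min at room temperature with compound. Reaction started with 40 uM arachidonic acid, 30 min at room temperature. Hydroperoxide measured by Fe-xylenol orange, 573/405 nm absorbance ratio.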
# HP1b binding inh = blocks HP1-beta chromodomain binding to methylated histone tails | P83916 | AlphaScreen HP1-beta / biotin-H3K9me3 peptide binding | Potency, µM (highest dose often 114 µM), without a hit: at the top dose activity change, negative = inhibition, most hits filed as inhibitors | 390,000 tested, 0.56% active | AID 540317; also: nearly all actives have a fitted effect of over 70% in size; inactives centre near 23
# Target sequence (P83916 whole entry, looked up): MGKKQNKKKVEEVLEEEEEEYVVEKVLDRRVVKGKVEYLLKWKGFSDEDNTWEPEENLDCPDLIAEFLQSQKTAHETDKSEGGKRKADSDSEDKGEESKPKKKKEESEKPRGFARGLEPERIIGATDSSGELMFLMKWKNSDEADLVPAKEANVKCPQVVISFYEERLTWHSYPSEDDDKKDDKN
#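 Compound inhibition of the preformed complex between 50 nM HP1-beta and 50 nM biotinylated H3K9me3 peptide was read by AlphaScreen. Buffer was PBS pH 7.4 with 0.01% Tween-20. Incubations ran 30 min at room temperature, with 10 ug/mL donor/acceptor beads.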
# Numbers without * were called inactive; i = inactive; ? = inconclusive; · = not tested or not shown; & = joins results of further samples; [ ] = dose if it differs, or a comment. Unless noted, calls follow the shape of the dose curve; as a rule, active = well fitted curve in the direction sought with a large enough effect; inconclusive = small, poorly fitted or top-dose-only effect, or another doubt; inactive = no such curve, though single readings can be large; an effect the other way counts as inactive or inconclusive. Potency is read from the fitted curve at half-maximal effect. Not all compounds are listed; rates above refer to the full screens.
SMILES	JMJD2A Tudor	rTrxR1 inhibitor	Pin1 inhibitor	GLS inh	ERG-DNA inh	Tb PGK inh	RGS4 inhibitor	12-LOX inh	HP1b binding inh
CC(NCc1ccco1)C(=O)N1CCc2ccccc2C1 (configuration not stated)	11µM*	12%	-23%	3%	·	-13%	2%	?	?
S=c1[nH]c(-c2ccccc2)cs1	22µM*	-26%[57.1 µM]	-17%	?	2%	4%	?	2µM*	?
CCOc1ccccc1C(=O)NCC(=O)Nc1ccc2c(c1)OCO2	-15%	13%	2%	4%	2%[15.4 µM]	-7%	-19%	3%	10%
Cc1ccc(C(=O)NCCc2c[nH]c3ccccc23)c(C)c1	-26%	26%	-11%	22%	20%	-3%	14%	-30%&0%	-8%
CCN1CCN(C(CNS(=O)(=O)c2ccccc2)c2ccccc2)CC1 (configuration not stated)	-21%	19%[57.1 µM]	1%	-14%	-16%	-9%	-42%[56.9 µM]	-24%	-3%
COc1ccc(N2CC(C(=O)N[C@@H](CC(C)C)C(=O)NC3CCCC3)CC2=O)cc1 (some centres not stated)	-1%	22%	-7%	-13%	-10%	-5%	-15%	-23%	52%[activator]
Cc1cccc(CNC(=O)c2ccc3c(c2)N(C)CCS3)c1	-24%	2%[57.1 µM]	?	7%&19%	-9%&-10%	2%	-26%&-22%	-6%&-9%	19%&0%
CCCCC1=CC2=C(c3ccco3)C(=O)C(C)(OC(=O)c3ccc(OC)cc3)C(=O)C2=CN1Cc1ccc2c(c1)OCO2 (configuration not stated)	-36%	-12%[57.1 µM]	-12%	7%	-7%	-5%	-49%	·	?
O=C(CN1C(=O)NC2(CCCC2)C1=O)NCc1cccc(Cl)c1	-1%	12%[2.29 µM]	-3%	-5%	30%	-9%	0%	-24%	21%[57 µM]
Cc1ccc(C)c(Cn2nc3c4ccccc4n(Cc4ccccc4)cc-3c2=O)c1	-14%	-17%	7%	5%	-3%	0%	-12%	0%	16%
COCCNc1c(-c2ccc(O)cc2)nc2ccc(Cl)cn12	-4%	6%	1%	2%	-5%	-11%	-1%	-25%	19%
CC(=O)Nc1ccc2nc(-c3cccs3)[nH]c2c1	-2%	42%[activator][57.1 µM]	8%	4%	-3%	5%	13%	0%	15%
Cc1ccc2occ(-c3nn[nH]n3)c(=O)c2c1	28µM*	4%	0%	-1%	-1%	i	30%[11.4 µM]	?	15%
COC(=O)Cc1ccc(NC(=S)NCc2ccc(Cl)cc2)cc1	19%	-31%[11.4 µM]	?	-3%	-8%	-1%	-15%	?	28%
OC(CNc1nc(C(F)(F)F)nc2ccccc12)c1ccccc1 (configuration not stated)	0%	3%	-14%	1%	-8%	i	-23%	-14%	36%
S=C(NCC1CCCCC1)Nc1cccnc1	-2%	-3%	2%	9%	-1%	-1%	-7%	-2%	27%
COCC(=O)NC1(c2nnnn2CCOC(=O)Nc2ccc(Cl)cc2)CCCCC1	1%	16%[57.1 µM]	3%	-20%	-5%	6%	17%	-8%	14%
O=C(OCC(=O)N1CCN(c2ccccc2)CC1)c1ccc(Cl)nc1	-2%	11%	0%	14%	4%	-6%	8%	-13%	13%
Fc1ccc(CNc2ncccn2)cc1	8%	18%	1%	-1%	-16%	-6%	-16%	-5%	25%
COc1ccc(Nc2nc(NCc3ccco3)nc(N/N=C/c3ccc(O)cc3)n2)cc1	?	-16%	10%	2%	12%	-1%	-29%	-21%	-15%
CCN1C(=C2C(=O)c3ccccc3C2=O)C=Cc2ccccc21	-28%	0%	0%	2%	3%	-4%	-18%	?	38%
O=C(O)c1cc(O)ccc1NC(=O)c1cccc2ccccc12	-13%	0%	-7%	-6%	6%	i	6%	9%	-15%
CCc1ccc(Cn2c(CNS(=O)(=O)c3ccc([N+](=O)[O-])cc3)nc3cccnc32)cc1	-8%	-1%[57.1 µM]	1%	6%	5%	i	-13%	-5%	33%[57 µM]
CCn1c(SCC(=O)NCC2CCCO2)nnc1-c1ccc(Cl)cc1 (configuration not stated)	-14%	5%[57.1 µM]	-1%	-18%	1%	5%	-9%	3%	35%
CC(Sc1nnc(N)s1)C(=O)Nc1ccc(N2CCOCC2)cc1 (configuration not stated)	-15%	3%[57.1 µM]	3%	4%	-1%	6%	-34%	42%[activator]	25%
CC(C)Cn1c2c(c(=O)[nH]c1=O)C(C(F)(F)F)(C(F)(F)F)N=C(CCC1CCCCC1)N2	7%	4%[57.1 µM]	-7%	-3%	-8%	6%	-8%	0%	40%[activator]
COc1nc(NCc2cccnc2)nc(OC)n1	-1%	21%	-1%	2%	-13%	i	-5%	0%	19%
Cc1ccc(C)c(N(CC(=O)N(C)C)S(C)(=O)=O)c1	-2%	3%[57.1 µM]	1%	2%	-2%	3%	-8%	12%	12%
CCN1C(=O)/C(=C\c2nc3ccccc3c(=O)n2CC)c2ccccc21	16µM*	-1%[57.1 µM]	-11%	0%	-3%	?	22%	-15%	?
CSc1nc2cc(C)nn2c(-c2ccccc2)c1C#N	-12%	16%	8%	-6%	-1%	-7%	-10%	0%	39%[activator]
CCOC(=O)CCn1c(=O)c2cccn2c2cccnc21	-3%	-14%	-6%	0%	1%	·	-17%	-21%	31%
COC(=O)COc1ccc(S(=O)(=O)Nc2ccccc2SC)cc1	25%	-10%	-8%	23%	-6%	-9%	14%	-6%	29%
Cn1c(CSc2nc3ccccc3s2)nnc1SCC(=O)NCCCN1CCOCC1	-7%[11.4 µM]	-5%	3%	-15%	-5%	2%	-20%[11.4 µM]	0%	44%[activator]
COCCNC(=O)CCCn1c(=O)c2ccccc2n(Cc2ccccc2C#N)c1=O	-12%	2%	2%	-6%	3%	-10%	-13%	10%	36%
CC(C)CCCN1C(Nc2ccccc2)=NC[C@@H]1C	-21%	14%	-2%	1%	-3%	-4%	-12%	0%	40%[activator]
COc1ccc(CN2CCN(Cc3c[nH]c4ccccc34)CC2)cc1	0.79µM*	0%[57.1 µM]	4%	11%	-1%	4%	7%	0.71µM*	35µM*
CCOC(=O)C1=C(C)N=c2s/c(=C\c3cccn3C)c(=O)n2C1c1cccc(OC)c1OC (configuration not stated)	?	-14%	?	2%	9%	i	-3%	94%[activator]	-29%
COc1ccc(-n2cnc3cc(C(=O)NC4CCCCCC4)ccc32)cc1	-24%	16%[57.1 µM]	11%	3%	7%	2%	18%	-16%	18%
Cc1ccccc1-c1nc(CN2CCC(C(=O)NCc3ccc(F)cc3)CC2)c(C)o1	-29%	5%	1%	7%	-1%	3%	12%	-29%	19%
Cc1ccccc1S(=O)(=O)Nc1nc2ccccc2nc1Cl	13%	7%[57.1 µM]	·	6%	30%	-2%	-11%	-22%	40%[activator]
O=C(NC1CCCC1)c1ccc(Cl)s1	-17%	6%	-5%	-3%	7%	0%	-2%	1%	31%
Cc1cccc(N/C=C(\[N+](=O)[O-])S(=O)(=O)c2ccccc2)c1	?	16%[57.1 µM]	-1%	-3%	-2%	5%	-35%	?	-4%
COc1ccc(NC(=O)C(CC(C)C)NC(=O)C2CCC(C)CC2)cc1 (configuration not stated)	3%	23%[57.1 µM]	0%	-7%	5%	i	-33%	-11%	-10%
O=C(CSc1ncnc2sccc12)Nc1ccc(S(=O)(=O)N2CCOCC2)cc1	-3%	13%	13%	3%	1%	4%	29%	-10%	15%
O=C1C2(c3ccccc3)CN(CCCO)CC1(c1ccccc1)CN(CCCO)C2	-12%	-2%	-15%	46%[activator]	·	-8%	-8%	4%[57.4 µM]	21%
O=C(NCCNCCO)c1c(O)c2cccc3c2n(c1=O)CCC3	-25%	12%	5%	10%	-6%	5%	1%	0%	29%
COc1ccc(S(=O)(=O)Nc2c(NC3CCCCC3)c3ccccc3oc2=O)cc1OC	-14%	6%	-3%	15%	4%	-9%	-3%	-3%	18%
CC1(C)OC(=O)C(=NNc2ccc(C(=O)O)cc2)C(=O)O1	-7%	-8%	-12%	3%	4%	i	1%	-13%	0%

# Part of the list above, with the structure last.
JMJD2A Tudor | rTrxR1 inhibitor | Pin1 inhibitor | GLS inh | ERG-DNA inh | Tb PGK inh | RGS4 inhibitor | 12-LOX inh | HP1b binding inh | canonical_smiles
7% | 4%[57.1 µM] | -7% | -3% | -8% | 6% | -8% | 0% | 40%[activator] | CC(C)Cn1c2c(c(=O)[nH]c1=O)C(C(F)(F)F)(C(F)(F)F)N=C(CCC1CCCCC1)N2
-1% | 21% | -1% | 2% | -13% | i | -5% | 0% | 19% | COc1nc(NCc2cccnc2)nc(OC)n1
-2% | 3%[57.1 µM] | 1% | 2% | -2% | 3% | -8% | 12% | 12% | Cc1ccc(C)c(N(CC(=O)N(C)C)S(C)(=O)=O)c1
16µM* | -1%[57.1 µM] | -11% | 0% | -3% | ? | 22% | -15% | ? | CCN1C(=O)/C(=C\c2nc3ccccc3c(=O)n2CC)c2ccccc21
-12% | 16% | 8% | -6% | -1% | -7% | -10% | 0% | 39%[activator] | CSc1nc2cc(C)nn2c(-c2ccccc2)c1C#N
